Compound activity deposited in PubChem by National Center for Advancing Translational Sciences (NCATS).
Pf Dd2 growth = blocks in vitro growth of P. falciparum Dd2; P. falciparum Dd2 growth, SYBR Green, 72 h; Potency, µM (top dose mostly 28.9 µM), for the others: top-dose activity, negative = inhibition, hits mostly inhibitors; hit rate 4.3% among 120,000; active = well fitted inhibition curve with a large enough effect; inconclusive = small, poorly fitted or top-dose-only effect; inactive = no such curve, though single readings can be large or run the other way;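 note: plate controls were DMSO vehicle for no effect and reference drug for full effect; nearly all actives have a fitted effect of over 65% in size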
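Infected erythrocytes (Dd2, 0.3% parasitemia, 2.5% hematocrit final) are added to compound in RPMI-1640/Albumax II medium, grown 72 h at 37C in low oxygen, then lysed with saponin/Triton-X containing SYBR Green and read by fluorescence.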
Active calls of the source: *; i = inactive; ? = inconclusive; & = joins results of further samples; [ ] = dose if it differs, or a comment. Potency is the fitted concentration of half-maximal effect. Some of the compounds tested (hit frequency here may not be typical).

SMILES	Pf Dd2 growth
C[S+](=O)([O-])N1CC2(CCCN2CC2CCCCC2)Cc2ccccc21 (configuration not stated)	8.9µM*
COc1ccc(-c2noc(C(=O)O)c2[C@@H](C)NC(=O)Nc2cccnc2)cc1	-3%[44.1 µM]
CS(=O)(=O)N1C[C@@H]2CN(C(=O)NC3CCCC3)C[C@]2(C(=O)O)C1	7%
CCc1nncn1C1CCN(C(=O)c2cc(F)ccc2F)CC1	-11%
Cc1ccc(-c2noc(-c3ccccc3NC(=O)C3CC(=O)N(c4cccc(C)c4)C3)n2)cc1 (configuration not stated)	-5%
CCOc1ccc(C(=O)NC2CCN(C(=O)c3cc4c(=O)[nH]c(C)cn4n3)CC2)cc1	i
CCc1noc(-c2ccn3c(CNC(=O)c4cc(Cl)ccc4F)nnc3c2)n1	-4%
COc1ccc2c(c1)-c1nc(NC(=O)c3cccc(Br)c3)sc1CC2	10µM*
CC(C)NC(=O)NC[C@H]1O[C@@H](CC(=O)N(C)Cc2ccccc2)[C@H](O)[C@@H]1O	34%[activator][44.1 µM]
COc1ccc(N2CC(c3noc(-c4ccc(F)cc4)n3)CC2=O)cc1OC (configuration not stated)	23%
O=C1CO[C@H]2CN(Cc3cccnc3)C[C@H]2N1c1ccccc1	14%[44.1 µM]
CS(=O)(=O)N1CCC(Cc2ccc(C(=O)NCCN3CCOCC3)cc2)CC1	-11%
CCCC(O)c1nc2ccccc2n1CCCCOc1ccc(OC)cc1 (configuration not stated)	?
CCn1c2ccccc2c2nnc(SCC(=O)Nc3ccccc3OC)nc21	12%
CS(=O)(=O)Nc1ccc(C2(C(=O)NCc3ccccc3F)CCCCC2)cc1	-9%
O=C1NCc2ccccc2CC12CCN(Cc1ccc(F)cc1O)C2 (configuration not stated)	?
O=C(O)CCCNc1cc(N2CCN(C3CCCCC3)CC2)c2noc3c2c1C(=O)c1ccccc1-3	11µM*
CCCS(=O)(=O)N1CCCCC1c1nc(-c2cnccn2)n[nH]1 (configuration not stated)	-10%
CC(C)c1noc(-c2ccn3c(CNC(=O)c4ccccc4)nnc3c2)n1	?
Cc1nc(C2CCCN(C(=O)C(C)(C)N)C2)cc(N2CCCC2)n1 (configuration not stated)	-18%
Cc1ccc(Cn2ccn(Cc3ccccc3C)c(=O)c2=O)cc1	?
COc1ccc(C2c3c(n(C)c4ccccc34)C(=O)N2CC(=O)Nc2ccc(F)cc2)cc1 (configuration not stated)	i
Cc1ccc(NC(=O)C2CCCN2S(=O)(=O)c2cccc3cccnc23)cc1C (configuration not stated)	-22%
CN1CCCCCC(O)c2cc(C(=O)NCc3cc(F)cc(F)c3)ccc21 (configuration not stated)	?
Cc1ccc(CNC(=O)c2ccc(Cn3c(=O)c4ccccc4n(CC(=O)Nc4ccc(C)cc4C)c3=O)cc2)cc1	?
SMILES	Pf Dd2 growth
Cc1ccc(NC(=O)c2cc3n(n2)CC(c2ccc4c(c2)OCO4)OC3)cc1C (configuration not stated)	-22%
OC[C@@H]1O[C@H](CNCc2cccc(Cl)c2)[C@H](N2CCN(c3ccccn3)CC2)[C@@H]1O	?
O=c1[nH]c(C2CCCN(Cc3ccc(Cl)cc3)C2)nc2ccc(F)cc12 (configuration not stated)	8.9µM*
Cc1noc(C)c1[S+](=O)([O-])N1CCn2c(nnc2-c2ccccc2)C1	-7%
COCCn1c(COc2ccc(S(C)(=O)=O)cc2)nnc1C1CC(N)C1 (configuration not stated)	-17%&-12%
CS(=O)(=O)N1CCC(OC2CCN(C(=O)Nc3ccc(F)cc3)CC2)CC1	?
Cn1ncc(N2CCC(NC(=O)c3ccc4c(c3)OCO4)CC2)cc1=O	-4%
Cc1ccc(C)c(NC(=O)CN2C(=O)NC(c3ccccc3Cl)C3=C2COC3=O)c1 (configuration not stated)	?
CCOC(=O)c1cnc2cc(-c3ccc(OCC)cc3)nn2c1-c1ccccc1	-2%
O=C(COc1ccc(Cl)cc1)N1CCC(Oc2ncccc2C(=O)N2CCCCC2)C1 (configuration not stated)	-5%
CN1C(=O)C(c2ccccc2)CC12CCN(Cc1ccc(C#N)cc1)CC2 (configuration not stated)	i
CC(=O)NCCC(=O)N1CCCC(c2[nH]ncc2-c2ccc(C)cc2)C1 (configuration not stated)	-18%
CCCNC(=O)C(NC(=O)c1cccc(C)c1)C1CCN(C(=O)c2ccc(C)cc2)CC1 (configuration not stated)	i
COC[C@@H]1[C@@H](NC(=O)c2ccc3c(c2)ncn3C)[C@@H]2CCO[C@H]12	-21%
Cc1nc(-c2ccccc2)sc1CCNS(=O)(=O)c1ccc(Br)cc1	19%
C=CCN(Cc1ccc(C#N)cc1)Cc1cccnc1	?
COc1ccc(-c2noc(Nc3ccccc3)n2)cc1	?
Cc1nc2ccc(C(=O)NCc3cc4n(n3)CCN(C(=O)N(C)C)C4)cc2o1	?
Cc1ccc(Cl)cc1NC(=O)CN1C(=O)C(C)(C)c2cc(S(=O)(=O)N3CCCCC3)ccc21	4%
COc1ccc(-c2ccnc(N[C@H]3CO[C@H]4[C@@H]3OC[C@@H]4NC(=O)Nc3ccc(C(C)=O)cc3)n2)cc1	?
Cc1cc(C)cc(NS(=O)(=O)c2ccc3[nH]cc(C(=O)N(C)Cc4ccccc4)c(=O)c3c2)c1	8%
Cc1nccn1-c1ccccc1Cn1cc(-c2cncnc2)nn1	-19%
Cc1ccc(-c2noc(-c3nc(-c4ccccn4)no3)n2)cc1	-22%
CN(C)c1ccc(CNC(=O)CCCN2C(=O)CCn3nc(-c4cn(C)c5ccccc45)cc32)cc1	26%
CC1=C[C@@H](CNC(C)C)[C@H](C(C)C)C[C@H]1Cc1nnc(C(C)(C)C)o1	?
SMILES	Pf Dd2 growth
CN(Cc1ccccc1)Cc1cn([C@H]2CO[C@H]3[C@@H]2OC[C@@H]3NC(=O)NC2CCCCC2)nn1	i
COc1cc(Nc2nn(-c3ccc(OC(F)(F)F)cc3)nc2C(C)=O)cc(OC)c1	8%
Cc1onc(-c2ccccc2)c1C(=O)N1CCOCC(O)(CN2CCCC2)C1 (configuration not stated)	-7%
CC(=O)Nc1ccc(CN2CCn3c(nnc3-c3ccccc3)C2)cc1	-4%
COc1ccc(CC(=O)N2CCC3(CC2)c2nccn2-c2ccccc2CN3C)cc1	i[5.79 µM]
CCOc1ccc(NC(=O)Cn2nnc(C(=O)NCCc3ccccc3)c2N)cc1	13%
Cn1cc(C(=O)NC2CC(c3cc(N4CCOCC4)ncn3)C2)cn1 (configuration not stated)	-4%
CNC(=O)[C@@H](C1CCCCC1)N1CCC[C@H]1C(=O)N1CCOCC1	-15%[44.1 µM]
COc1cccc(-c2cc3c(=O)n(CCNC(=O)c4ccc(C)cc4)ccn3n2)c1	i
Cc1cc(-c2cc3c(ccn3C(C)C)c(C(=O)NCc3c(C)cc(C)[nH]c3=O)n2)ccn1	?
Cc1cccc(NC(=O)c2cc(S(=O)(=O)N3CCN(c4ccccc4F)CC3)ccc2F)c1C	17%
CCS(=O)(=O)c1ccccc1C(=O)N(Cc1cccnc1)c1nc2cc(C)c(C)cc2s1	-1%
OC[C@@H]1CN(C2CCC2)C[C@H]1c1nc(-c2ccncc2)no1	1%
CCC(C(=O)Nc1ccccc1C(=O)OC)n1c(C)c2cnn(-c3ccccc3)c(=O)c2c1C (configuration not stated)	?
O=c1[nH]c(C2CCCN(Cc3ccc(-c4cccs4)cc3)C2)nc2ccc(F)cc12 (configuration not stated)	?
COc1ccc(C[C@H](NC(=O)[C@@H]2C[C@@H](NC(=O)Nc3cccc(F)c3)CCN2C(=O)[C@H](C)O)C(N)=O)cc1	12%
CCOc1ccc(CN2C(=O)c3ccccc3Sc3ccc(C(=O)NC)cc32)cc1	-14%
CCOc1ccc(NC(=O)c2oc3ccccc3c2NC(=O)c2cc3ccccc3o2)cc1	-9%
COc1ccccc1-c1cc(C(=O)N2CCOCC2)c2cnn(C)c2n1	-3%
COc1ccc(Cn2c(C(=O)O)c(CNCCc3cccs3)c3ccc(OC)cc32)cc1	?
COc1ccc(C(=O)NC2CCCN(c3cc(-c4ccc(F)cc4)[nH]n3)C2)cc1OC (configuration not stated)	i
CC(C)c1nc(NC(=O)Cn2nc3c(cc2=O)CCCC3)n[nH]1	10%
Cc1ccc2c(C(=O)N3CCOCC3)cc(NC(=O)C3CCC3)cc2n1	-3%
Cc1nc(-c2ccccc2)n(Cc2cc(=O)n3ccccc3n2)c(=O)c1CCO	-15%
COc1ccc(C)cc1NC(=O)c1ccc2c(c1)N(C)C1CCCN1C2=O (configuration not stated)	i

2 of these compounds, set out differently:
CCOC(=O)c1cnc2cc(-c3ccc(OCC)cc3)nn2c1-c1ccccc1
  Pf Dd2 growth: -2%

CCOc1ccc(NC(=O)c2oc3ccccc3c2NC(=O)c2cc3ccccc3o2)cc1
  Pf Dd2 growth: -9%

Structural class: the compounds so far with an aryl methoxy group
SMILES	Pf Dd2 growth
COc1ccc(-c2noc(C(=O)O)c2[C@@H](C)NC(=O)Nc2cccnc2)cc1	-3%[44.1 µM]
COc1ccc2c(c1)-c1nc(NC(=O)c3cccc(Br)c3)sc1CC2	10µM*
COc1ccc(N2CC(c3noc(-c4ccc(F)cc4)n3)CC2=O)cc1OC (configuration not stated)	23%
CCCC(O)c1nc2ccccc2n1CCCCOc1ccc(OC)cc1 (configuration not stated)	?
CCn1c2ccccc2c2nnc(SCC(=O)Nc3ccccc3OC)nc21	12%
COc1ccc(C2c3c(n(C)c4ccccc34)C(=O)N2CC(=O)Nc2ccc(F)cc2)cc1 (configuration not stated)	i
COc1ccc(-c2noc(Nc3ccccc3)n2)cc1	?
COc1ccc(-c2ccnc(N[C@H]3CO[C@H]4[C@@H]3OC[C@@H]4NC(=O)Nc3ccc(C(C)=O)cc3)n2)cc1	?
COc1cc(Nc2nn(-c3ccc(OC(F)(F)F)cc3)nc2C(C)=O)cc(OC)c1	8%
COc1ccc(CC(=O)N2CCC3(CC2)c2nccn2-c2ccccc2CN3C)cc1	i[5.79 µM]
COc1cccc(-c2cc3c(=O)n(CCNC(=O)c4ccc(C)cc4)ccn3n2)c1	i
COc1ccc(C[C@H](NC(=O)[C@@H]2C[C@@H](NC(=O)Nc3cccc(F)c3)CCN2C(=O)[C@H](C)O)C(N)=O)cc1	12%
COc1ccccc1-c1cc(C(=O)N2CCOCC2)c2cnn(C)c2n1	-3%
COc1ccc(Cn2c(C(=O)O)c(CNCCc3cccs3)c3ccc(OC)cc32)cc1	?
COc1ccc(C(=O)NC2CCCN(c3cc(-c4ccc(F)cc4)[nH]n3)C2)cc1OC (configuration not stated)	i
COc1ccc(C)cc1NC(=O)c1ccc2c(c1)N(C)C1CCCN1C2=O (configuration not stated)	i

Following part
SMILES	Pf Dd2 growth
Cc1cc(C(F)(F)F)nn1CC(=O)NCC1Cn2cccc2CN1Cc1ccccc1 (configuration not stated)	?
Cc1ccc(N2C(=S)N[C@H]3[C@@H](O)[C@H](O)C[C@@H](C(=O)NCc4cccs4)[C@H]32)cc1Cl	?
Cc1oc(-c2ccc(Cl)cc2)nc1CN1C(=O)CN=C(c2ccccc2)c2ccccc21	4%
COc1ccc(-c2cc3nc(C)c(CCC(=O)NCCc4ccc(Cl)cc4)c(C)n3n2)c(OC)c1	?
CCOc1ccc(C2c3c(oc4ccc(C)cc4c3=O)C(=O)N2CCCN(C)C)cc1 (configuration not stated)	?
CCN(c1cccc(C)c1)S(=O)(=O)c1ccc(N2CCCCS2(=O)=O)cc1	6%
CCc1nc(-c2c3n(c(=O)n(Cc4ccc(C#N)cc4)c2=O)CCCC3)no1	?
O=C(c1ccc2cc[nH]c2c1)N1CCC(n2cc(-c3nc(-c4ccccc4)no3)nn2)CC1	?
O=C1CCN(Cc2ccc(O)cc2)CCCC(c2nc(-c3cccnc3)no2)CCN1 (configuration not stated)	-19%
COc1cc(OC)cc(C(=O)N2CCC(Cc3nc(-c4ccccc4)no3)CC2)c1	i
COc1ccc(CNc2ncnc3c2CN(c2ccccc2C)C(=O)CN3C)cc1	-15%
COc1cccc(CN2CCC(c3nn(Cc4ccccc4)c(=O)[nH]3)CC2)c1	i
O=C(C1CCC1)N1CCc2cc(S(=O)(=O)N3CCN(c4ccccc4)CC3)ccc21	i
Cc1cccc(NC(=O)Cn2cc(C(=O)c3ccccc3)c3ccccc32)c1	i
O=C(C1CCCC1)N1CCn2c(nn(-c3ccc([N+](=O)[O-])cc3)c2=O)C1	?
CC(C)CCN1CCc2c(sc3ncnc(N4CCOCC4)c23)C1	?
Cc1ccc(C2CC(=O)n3nc(-c4ccc(F)cc4)nc3S2)cc1 (configuration not stated)	81%[activator]
CCOC(=O)c1sc2ccccc2c1S(=O)(=O)Nc1ccc(OC)c(Cl)c1	25%
Cc1oc(-c2cccc(Cl)c2)nc1CN1CCC(C(=O)NCCCN2CCN(c3cccc(Cl)c3)CC2)CC1	i
COc1ccc(C)cc1NC(=O)N1CC(C)Sc2ccccc21 (configuration not stated)	40%[activator]
O=C(CCC[C@@H]1[C@H]2CCCN3CCC[C@@H](CN1C(=O)C1CCOCC1)[C@@H]23)NCc1ccccc1	4%
CN1CCC(OC2CCN(S(=O)(=O)c3cccc(Br)c3)CC2)CC1	?
COc1ccc(CN2CC(Oc3ccc(F)c(F)c3)C2)cc1	?
Cc1cc(C(F)(F)F)n(CC(C)CNC(=O)c2cn(CCN)nn2)n1 (configuration not stated)	-12%
O=C(NC1CCCCC1)[C@@H]1C[C@@H](O)CN1C1CCN(C(=O)c2cccs2)CC1	?
SMILES	Pf Dd2 growth
O=C(NCc1ccccc1)C1COC2(CCN(C(=O)c3cccs3)CC2)N1C(=O)c1ccco1 (configuration not stated)	i
CCOc1ccc(CC(=O)N2CC(c3nnc(-c4ccncc4)o3)C3(CCOCC3)C2)cc1 (configuration not stated)	i
CN(C)C(=O)c1nc(-c2cccc(F)c2)c2cnccn12	i
CN(C)C[C@@H]1CN(C)C[C@H]1NC(=O)c1cc(Cl)ccc1F	-1%
Cc1ccc(-c2nonc2NC(=O)c2ccco2)cc1C	77%[activator]
CN1CC(=O)N(C2CCCNC2)Cc2c(NCC3CCCCCC3)ncnc21 (configuration not stated)	-8%
